Screening results as filed in PubChem.
NadD inh: inhibitors of S. aureus NadD, primary screen, biochemical, colorimetric, uHTS; Nicotinate-nucleotide adenylyltransferase NadD (Staphylococcus aureus N315); purified NadD enzyme, colorimetric absorbance read-out; inhibition, % at 20 µM; actives 0.78% (n = 360,000); AID 602399, 2012; in the data active = inhibition above about 26%; also: some compounds past the cut are filed as inactive
PABP1 MLLE inh: inhibitors of PABP1 MLLE–PAM2 peptide binding, primary screen, biochemical, fluorescence polarization, FITC-PAM2, GST-MLLE; Polyadenylate-binding protein 1 (Homo sapiens), P11940; inhibition, % at 20 µM; actives 0.36% (n = 360,000); in the data active = inhibition above about 35%, passing the limit was not always enough;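 also: plate controls were DMSO wells with GST-MLLE for no effect and wells lacking GST-MLLE protein for full effect; some results filed as inactive read as strong as hits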
STEP block: STEP phosphatase inhibitors, primary screen, biochemical, fluorescence intensity, uHTS | Tyrosine-protein phosphatase non-receptor type 5 (Homo sapiens), P54829 | inhibition, % at 20 µM | recombinant STEP, OMFP fluorogenic substrate | actives 0.25% (n = 360,000);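 active = inhibition at 20 µM, scaled per plate between control wells, above about 37%, limit read from the data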;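 also: 0% = DMSO with enzyme and substrate and 100% = substrate only without enzyme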
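Material: STEP (striatal-enriched tyrosine phosphatase) enzyme, cell-free | Medium: 50 mM Bis-Tris pH 6.0 with 2.5 mM DTT and 0.005% Tween 20 | Read-out: Percent inhibition scaled to no-enzyme and uninhibited-enzyme controls, plate-pattern corrected | Signal: Fluorescence read at 480 nm ex / 540 nm em | Times: 20 min reaction, room temperature, in the dark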
Scp-1 inhibitor: Scp-1 phosphatase inhibitors, primary screen, biochemical, colorimetric, uHTS. Carboxy-terminal domain RNA polymerase II polypeptide A small phosphatase 1 (Homo …. Recombinant Scp1, phosphopeptide, malachite green phosphate absorbance. inhibition, % at 20 µM. actives 0.88% (n = 340,000). AID 493091, 2011;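 active = inhibition above about 50% at 20 µM, limit read from the data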;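 also: plate controls were DMSO wells with enzyme for no effect and wells lacking enzyme for full effect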
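Material: truncated SCP-1 phosphatase (76-261aa) / Buffer or medium: 50 mM Tris acetate pH 5.5, 0.005% Tween-20, 10 mM MgCl2 / Compound dosing: one concentration, 20 µM, with 1.0% DMSO / Incubation: 45 min room-temperature reaction, 5 min colour, 30 min stabiliser / Detection: colorimetric free-phosphate detection, absorbance 630 nm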
CSN deneddyl inh: inhibitors of CSN-mediated cullin deneddylation, primary screen, biochemical, fluorescence polarization, uHTS; COP9 signalosome complex subunit 5 (Homo sapiens), Q92905; Purified CSN, SCF-Nedd8-OG deneddylation; inhibition, % at 12.5 µM; actives 0.38% (n = 360,000);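 active = pattern-corrected inhibition above about 35%, with an unprinted fluorescence ratio check between 0.5 and 1.5, limit read from the data, passing the limit was not always enough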;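 also: 0% = enzyme with substrate and 100% = substrate without enzyme; some results filed as inactive read as strong as hits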
Target sequence (Q92905 whole entry, looked up, one chain of several): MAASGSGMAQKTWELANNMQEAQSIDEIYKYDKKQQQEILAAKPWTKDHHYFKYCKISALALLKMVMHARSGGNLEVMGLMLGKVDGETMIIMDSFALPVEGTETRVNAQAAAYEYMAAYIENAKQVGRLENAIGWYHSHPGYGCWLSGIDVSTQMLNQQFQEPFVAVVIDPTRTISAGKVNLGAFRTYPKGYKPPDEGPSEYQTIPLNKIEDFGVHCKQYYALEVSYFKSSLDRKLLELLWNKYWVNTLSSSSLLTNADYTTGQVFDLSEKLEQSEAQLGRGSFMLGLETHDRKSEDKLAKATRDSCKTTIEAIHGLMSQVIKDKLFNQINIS
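Material: human Csn5 produced in HEK293T cells; Input: enzyme 0.24 nM; Reagent: SCFSkp2-Nedd8OG substrate at 10 nM final; Dosing: 12.5 µM compound; Incubation: 90 min reaction at room temperature; Detection: fluorescence polarization of the substrate; Evaluation: % inhibition of substrate cleavage by Csn5; Control set: substrate-only high control, full reaction low control.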
DNMT1 inh: human DNMT1 methyltransferase inhibitors, primary screen, biochemical, molecular beacon, fluorescence, HinP1I cleavage, uHTS; DNA (cytosine-5)-methyltransferase 1 (Homo sapiens), P26358; inhibition (reported as % activation of signal), % at 10 µM; actives 0.83% (n = 360,000); AID 588458, 2011; in the data active = inhibition above about 50%
LMPTP block: LMPTP phosphatase inhibitors, primary screen, biochemical, fluorescence intensity, uHTS; Low molecular weight phosphotyrosine protein phosphatase (Homo sapiens), P24666; recombinant LMPTP-A, OMFP fluorogenic substrate; inhibition, % at 20 µM; actives 0.22% (n = 360,000); AID 651560, 2012;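 active = compounds that cut the enzyme signal by at least half of the control window in the single-dose screen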;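 also: plate controls were DMSO wells with enzyme plus substrate for no effect and substrate without enzyme for full effect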
Target sequence (P24666 whole entry, looked up): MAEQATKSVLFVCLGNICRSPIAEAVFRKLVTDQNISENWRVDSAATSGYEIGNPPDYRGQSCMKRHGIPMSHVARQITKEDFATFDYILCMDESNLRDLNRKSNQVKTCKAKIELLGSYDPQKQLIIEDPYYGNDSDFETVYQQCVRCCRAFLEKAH
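Test system: LMPTP-A, protein tyrosine phosphatase of low molecular weight; Input: 0.625 nM enzyme; Incubation: 50 min dark incubation at room temperature; Signal: endpoint fluorescence intensity from OMFP dephosphorylation; Read-out basis: % inhibition versus control wells.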
Tb MetRS inh: T. brucei MetRS inhibitors, primary screen, biochemical, luminescence; actives 0.4% (n = 360,000); inhibition, % at 11.9 µM; purified T. brucei MetRS, ATP depletion, Kinase-Glo luminescence;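 active = inhibition above a per-plate cutoff of the control wells' mean inhibition plus 3 SD, cut at about 5.5% in these data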;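 also: 0% = DMSO wells median and 100% = median of wells with control inhibitor compound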
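Dosing: 11.9 µM compound single dose, 0.9% DMSO; Assay system: purified T. brucei MetRS enzyme; Measured by: Kinase-Glo luciferase luminescence reporting remaining unconsumed ATP; Schedule: 15 min plus 2 h at 25 °C.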
Rpn11 inh: Rpn11 (PSMD14) deubiquitinase inhibitors, primary screen, biochemical, fluorescence polarization, uHTS; calls only at 20 µM; actives 0.59% (n = 360,000); 26S proteasome non-ATPase regulatory subunit 14 (Homo sapiens), O00487; human 26S proteasome, Ub4-pepOG fluorescence polarization; 20S core pre-blocked with epoxomicin;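 active = inhibition at 20 µM, scaled to each plate's controls, above about 33%, limit read from the data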
Target sequence (O00487 whole entry, looked up): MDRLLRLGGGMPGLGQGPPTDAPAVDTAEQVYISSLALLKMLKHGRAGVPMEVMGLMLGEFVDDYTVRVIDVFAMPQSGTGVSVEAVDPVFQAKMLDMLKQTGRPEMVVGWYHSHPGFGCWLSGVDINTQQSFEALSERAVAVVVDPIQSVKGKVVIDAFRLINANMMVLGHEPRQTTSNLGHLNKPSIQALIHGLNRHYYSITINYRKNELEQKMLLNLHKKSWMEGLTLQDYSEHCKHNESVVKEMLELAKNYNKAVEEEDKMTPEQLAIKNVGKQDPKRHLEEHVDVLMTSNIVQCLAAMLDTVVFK
SUMO1 PPI mod: modulators of SUMO1 protein-protein interactions, primary screen, biochemical, uHTS | Small ubiquitin-related modifier 1 (Homo sapiens), P63165 | SUMO1 binding to a labelled peptide, TR-FRET, 1 h | inhibition, % at 20 µM | actives 0.33% (n = 360,000) | AID 602429, 2012; in the data active = inhibition above about 37%
Target sequence (P63165 whole entry, looked up): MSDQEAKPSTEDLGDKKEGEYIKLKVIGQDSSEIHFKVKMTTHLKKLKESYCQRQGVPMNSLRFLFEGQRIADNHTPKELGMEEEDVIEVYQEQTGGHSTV
* marks the source's active call; other numbers are inactive results; i = inactive; x = not tested or not shown; + = active, no number.

CSN deneddyl inh	LMPTP block	DNMT1 inh	Rpn11 inh	STEP block	Scp-1 inhibitor	NadD inh	SUMO1 PPI mod	Tb MetRS inh	PABP1 MLLE inh	canonical_smiles
3	1.2	2	i	0	-4	0	-9	0.2	2	Cc1cc([N+](=O)[O-])nn1CCCC(=O)Nc1cccnc1Cl
3	-0.3	-5	i	-3	-4	22	4	-1.8	-1	Cc1c(C(=O)Nc2nccs2)sc2nc(-c3cccs3)cc(C(F)(F)F)c12
0	0.9	1	i	1	-6	8	-3	0.4	-12	CC#CC(=O)N1CCC(CCc2ccccc2)(C(=O)OCC)CC1
7	0.4	2	i	1	-4	-2	1	0.4	6	COc1cccc(-n2c(Cc3cc(=O)[nH]c(=O)[nH]3)nnc2SCC(=O)N2CCC(C)CC2)c1
-4	-0.3	5	i	4	-26	-3	-17	0.1	3	Cc1nn(C(=O)c2cc([N+](=O)[O-])ccc2Cl)c(C)c1Br
1	1.1	-8	i	-1	-12	-4	9	-0.2	-7	C[C@H]1CN([C@@H](C)CO)C(=O)Cc2cc(NC(=O)CCC(F)(F)F)ccc2O[C@H]1CN(C)S(=O)(=O)c1ccc(Cl)cc1
0	-0.8	4	i	1	4	19	6	-0.3	16	CS(=O)(=O)c1ccccc1-c1nnc(NC(=O)c2ccc(S(=O)(=O)N3CCCC3)cc2)o1
1	-1.5	-1	i	-2	-5	-2	0	-1.1	-5	Fc1cccc(CNCc2ccc3c(c2)OCO3)c1
3	0.4	-1	i	0	-6	-5	3	-0.2	5	CCOC(=O)[C@H]1[C@H]2COc3ccc(Cl)cc3[C@@H]2N2C(=O)CN(Cc3ccccc3)C(=O)[C@@]12C
-2	-2.2	-1	i	-2	-5	-2	3	0.1	-5	NNC(=O)CCN1CCN(Cc2ccccc2)CC1
-4	-1.3	1	i	3	0	-4	0	-0.3	5	Cc1ccc(CN(C(=O)c2c(F)cccc2F)C2CC(C)(C)NC(C)(C)C2)o1
-4	-1.3	3	i	2	-7	-1	5	0.7	0	O=C(CN1CCOCC1)NNC(=S)Nc1ccc(Cl)cc1
-1	0.3	-6	i	-2	-8	-5	1	0.1	3	Cc1ccc(S(=O)(=O)N2CCC(=O)N(CCOC(=O)Nc3ccc(F)cc3)CC2)cc1
-2	-1.1	4	i	2	-2	5	-4	-0.5	7	Cc1cc(=O)oc(C)c1C(=O)NC1CC(C)(C)NC(C)(C)C1
1	-1.2	3	i	-3	0	-6	4	0.0	15	Cc1cc(NC(=O)CSc2nnc(-c3ccco3)n2C)no1
-1	-1.3	4	i	-6	-10	-4	-12	-2.1	-1	O=c1c2ccccc2nc(/C=C/c2ccccc2)n1CCCO
-4	-1.2	-1	i	-3	-5	-9	0	-0.5	3	CCNC(=O)Nc1ccccc1C(=O)OC
2	-1.1	2	i	2	9	-3	17	0.2	-1	Cc1cc(Cl)c(S(=O)(=O)NCc2cccnc2)cc1OCC(=O)NC1CCCCC1
-2	0.3	2	i	3	-5	-8	-1	-0.7	8	CN(C)c1ccc(C(=O)N2CCCC2)cc1
25	14	56*	+	-2	-1	3	3	-0.2	5	Cc1ccc(CNC(=O)c2nnn(CC(=O)Nc3cc(C)cc(C)c3)c2N)cc1
-1	0.4	1	i	4	-20	-7	-1	0.9	-9	CCCOC(=O)c1ccc(NS(=O)(=O)c2cccs2)cc1
3	-0.2	-5	i	3	2	-4	-26	-0.2	10	CCOc1cc(N2CCOCC2)c(OCC)cc1NC(=O)COC(=O)c1ccc([N+](=O)[O-])o1
1	-0.3	0	i	-2	-12	4	1	-0.4	16	O=C(CSc1nnc(-c2ccccn2)n1-c1ccccc1)Nc1ccc2c(c1)OCO2
-3	-1.7	5	i	-1	-8	3	-4	-0.3	10	CC[C@@H]1C/C=C\Cc2ccccc2[C@H](C(=O)C[C@@H](O)CC(C)=O)OC1=O

3 structures from above, sorted by molar mass, high to low.
CSN deneddyl inh	LMPTP block	DNMT1 inh	Rpn11 inh	STEP block	Scp-1 inhibitor	NadD inh	SUMO1 PPI mod	Tb MetRS inh	PABP1 MLLE inh	canonical_smiles
25	14	56*	+	-2	-1	3	3	-0.2	5	Cc1ccc(CNC(=O)c2nnn(CC(=O)Nc3cc(C)cc(C)c3)c2N)cc1
1	-1.5	-1	i	-2	-5	-2	0	-1.1	-5	Fc1cccc(CNCc2ccc3c(c2)OCO3)c1
-4	-1.2	-1	i	-3	-5	-9	0	-0.5	3	CCNC(=O)Nc1ccccc1C(=O)OC

Other entries follow.
CSN deneddyl inh	LMPTP block	DNMT1 inh	Rpn11 inh	STEP block	Scp-1 inhibitor	NadD inh	SUMO1 PPI mod	Tb MetRS inh	PABP1 MLLE inh	canonical_smiles
5	-0.1	-7	i	1	-4	1	-4	-0.4	-25	CCOc1ccc2nc(Cl)c(C3CC(c4ccco4)=NN3S(C)(=O)=O)cc2c1 (stereo not given)
-2	0.3	-1	i	2	-2	-6	4	0.3	3	O=C(CC1SC(N2CCCCC2)=NC1=O)Nc1cccc(C(=O)O)c1 (stereo not given)
7	3.4	0	i	-2	-8	1	-1	-0.2	4	CCOC(=O)C(C#N)C(Cc1ccccc1)c1ccco1 (stereo not given)
9	0.4	6	i	1	-5	-1	-28	-0.3	-10	O=C1/C(=C\c2ccncc2)CCc2ccccc21
-1	1.0	-3	i	0	-3	5	-9	0.2	35	O=C(CSC1=NCCS1)Nc1cccc2ccccc12
2	3.0	-4	i	2	-11	3	-37	-0.2	13	CC(C)c1ccc(/C=C2\SC(=S)N(CCC(=O)N3CCCCC3CCO)C2=O)cc1 (stereo not given)
-1	-1.9	-1	+	0	4	10	-1	-0.7	0	COc1cc(-c2noc(CCC(=O)Nc3cccnc3)n2)cc(OC)c1OC
-4	-0.7	-1	i	-2	-10	-3	-6	-1.0	-4	COC(CNC(=O)c1cc(S(=O)(=O)N2CCc3ccccc32)ccc1F)OC
1	-2.2	6	i	6	0	0	1	-0.2	1	O=C(C1CCCO1)N1CCN(C(=S)Nc2ccc(F)cc2)CC1 (stereo not given)
0	-0.1	-1	i	0	-8	-3	-11	-0.4	-4	CCOc1ccc(-c2nc(-c3cccs3)c(CC(=O)O)s2)cc1OC
-1	0.6	2	i	7	-2	-2	0	-0.2	4	CCOC(=O)c1nnn(-c2nonc2N)c1-c1ccc(C)cc1
-8	-0.9	5	i	-1	-8	-4	2	-0.3	1	CC(=O)c1cn(CC(=O)Nc2ccc(C)c(C)c2)c2ccccc12
3	0.6	-1	i	2	0	-1	-12	-0.5	0	COc1cc(OC)c(OC)cc1CNC(=O)c1ccc(S(=O)(=O)N2CCCCC2)cc1
-4	-1.0	0	i	-2	-3	3	-6	-0.2	7	CCOC(=O)NC(=O)/C(C#N)=N\Nc1cccc(OC)c1
-1	-0.7	-7	i	-2	0	4	3	-1.5	-2	CCN(Cc1cc2cc(OC)ccc2[nH]c1=O)C(=O)Cc1ccc(OC)cc1
5	-1.0	2	i	0	-8	-7	3	0.3	6	CCC(C(=O)Nc1ccc(C)cc1)c1ccccc1 (stereo not given)
4	-0.1	3	i	1	-10	-2	2	-0.6	5	Cc1cccc(NC(=O)C2CC3CCC2C3)c1C (stereo not given)
7	3.1	-3	i	7	-1	4	2	0.2	-58	CCN1C(c2ccccc2)=C(c2ccccc2)S/C1=C/C=C1\SC(=S)N(C)C1=O
13	5.2	-2	i	0	-13	13	-11	-0.4	-4	Cc1sc(NC(=O)CSc2n[nH]c(N)n2)c(C#N)c1C
-1	-2.5	0	i	0	-6	1	-1	-0.6	-9	CN(C)Cc1c(O)ccc2c(=O)c(-c3ccccc3)c(C(F)(F)F)oc12
-6	1.4	-11	i	-4	3	-8	2	-0.3	1	CN(CC(=O)Nc1cccc(F)c1)C(=O)c1ccc(COc2ccccc2)cc1
-4	-0.6	3	i	-1	-4	3	-7	-0.2	-9	O=C(CCN1C(=O)C2C3C=CC(C3)C2C1=O)N1CCN(c2ccccc2F)CC1 (stereo not given)
0	-1.5	2	i	-4	-8	4	1	-0.2	-6	N#CCc1ccc(NC(=O)CSc2nnc(C3CC3)n2C2CC2)cc1
-4	3.8	-5	i	5	-6	0	5	-0.1	12	Cc1nc(-c2ccccc2)sc1C1(C)CC(c2c(Cl)cccc2Cl)=NO1 (stereo not given)
3	-0.7	7	i	3	x	-3	4	-0.4	0	O=C(CC[C@H]1O[C@@H](n2ccc(=O)[nH]c2=O)[C@H](O)[C@@H]1O)N[C@@H](Cc1ccccc1)C(=O)NCC1CCCCC1
